Bioassay records from PubChem BioAssay.
OX1R antag-1: blocks the human orexin 1 receptor | O43613 | OX1R-expressing cells, FRET antagonist read-out | inhibition, % at 6.6 µM | 1.8% of 330,000 active | AID 485270; in the data active = inhibition mostly above about 38%, no sharp cut-off; inactive = mostly below about 40%;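 note: 0% = agonist challenge alone and 100% = reference antagonist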
Target sequence (O43613 whole entry, looked up): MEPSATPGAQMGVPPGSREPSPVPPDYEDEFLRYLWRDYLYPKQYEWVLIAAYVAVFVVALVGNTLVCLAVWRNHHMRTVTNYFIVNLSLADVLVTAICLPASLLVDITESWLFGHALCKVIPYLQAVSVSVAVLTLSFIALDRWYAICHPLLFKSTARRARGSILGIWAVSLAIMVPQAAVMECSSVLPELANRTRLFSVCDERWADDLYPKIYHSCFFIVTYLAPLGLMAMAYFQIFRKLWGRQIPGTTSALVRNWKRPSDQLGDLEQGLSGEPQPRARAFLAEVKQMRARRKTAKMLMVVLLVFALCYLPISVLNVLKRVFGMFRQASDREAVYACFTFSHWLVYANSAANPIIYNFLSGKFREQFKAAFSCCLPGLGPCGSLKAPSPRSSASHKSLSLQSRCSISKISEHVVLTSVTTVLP
OX1R antag-2: human HCRTR1 antagonism; inhibition, % at 5 µM; AID 434989; 0.43% of 330,000 active; O43613; CHO/OX1R cells, Fluo-8 calcium fluorescence, orexin A;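 active = inhibition above its plate's threshold, mean inhibition of all tested compounds on the plate plus 3 SD, cut at about 37% in these data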;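 note: 0% = orexin A challenge wells and 100% = SB-334867-A antagonist wells; not every result past the cut was called active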
* hit, by the source's call. Not all compounds are listed (hit frequency here may not be typical).

The first two records (preview)
Value order: OX1R antag-1, OX1R antag-2
O=C(/C=C/c1ccc2c(c1)OCO2)c1c(O)n(CCC2=CCCCC2)c(=O)[nH]c1=O
    11, -6
CN1C(=O)C(=CN2CCN(C(=O)c3ccco3)CC2)C(=O)N(C)C1=S
    6, -1

Main list, repeating the preview:
Value order: OX1R antag-1, OX1R antag-2
O=C(/C=C/c1ccc2c(c1)OCO2)c1c(O)n(CCC2=CCCCC2)c(=O)[nH]c1=O
    11, -6
CN1C(=O)C(=CN2CCN(C(=O)c3ccco3)CC2)C(=O)N(C)C1=S
    6, -1
CC(Cc1ccccc1)[n+]1cc(/N=C(\[O-])Nc2ccccc2)on1 (stereo not given)
    32, -24
CN(C)C(=O)Oc1cccc2c(OC(=O)N(C)C)cccc12
    35, -15
CCN1CCN(Cc2ccccc2C)CC1
    12, -21
CCn1cc(CN2CCCC(C(=O)c3cccc(OC)c3)C2)c(C)n1 (stereo not given)
    25, -16
CC(=O)OC1=CC[C@H]2[C@@H]3CC[C@H]4C[C@H](OC(C)=O)[C@@H](OC(C)=O)C[C@]4(C)[C@H]3CC[C@]12C
    16, -19
CCOc1ccc(-c2cc(C)[n+](CCN(CC)CC)c(-c3ccc(OCC)cc3)c2)cc1
    14, -7
CN(C)C(=O)NC(O)C(Cl)(Cl)Cl (stereo not given)
    12, 8
Cc1ccc(-n2c(O)c(/C=N/c3ncc(Br)cc3Br)c(=O)[nH]c2=O)cc1
    9, -21
Cc1ccc(Cc2c(C)nc3nc(SCC(=O)N4CCC5(CC4)OCCO5)nn3c2C)cc1
    2, -28
CC(=O)NC1CC2CCCC(C1)N2 (stereo not given)
    5, 4
Cc1cc(Cl)ccc1OCC(=O)N1CCN(C)CC1
    -2, -24
CCOC(=O)COc1ccc(/C=C2\C(=O)NC(=S)N(c3ccc(OC)cc3)C2=O)cc1OC
    2, -12
CN1CCN(c2ccc([N+](=O)[O-])c(N/N=C3\CN4CCC3CC4)c2)CC1
    56*, 5
O=c1cccc2n1CC1CNCC2C1 (stereo not given)
    13, 9
CN(Cc1ccccc1)C(=O)CN1CCCC1=O
    11, 2
O=C(CNC(=O)c1cccc(Cl)c1)Nc1ccc(Br)cc1C(=O)c1ccccc1
    34, -28
O=P(C(Cl)Cl)(N1CCCCC1)N1CCCCC1
    25, -5
CCC(=NCCN1CCCCC1)c1c(O)n(C)c(=O)n(C)c1=O
    23, -14
COc1ccc2c3c([nH]c2c1)C(C)=NCC3
    19, -26
CN1Cc2c(c(C#N)c(N)n(C)c2=S)CC1(C)C
    41, -10
C[C@]12CCC3C(CC[C@H]4C[C@@H](O)[C@H](O)C[C@]34C)C1CC[C@@H]2O (stereo not given in full)
    8, -9
CCN1CCN(Cc2nnnn2C(C)(C)C)CC1
    11, -18
COc1ncccc1C(=O)NCC(CC(=O)O)c1ccccc1 (stereo not given)
    1, -1
CN1C2C=C(N(C(=O)c3ccc(Cl)cc3)c3ccccc3)CC1CC2 (stereo not given)
    -8, -17
Cc1[nH]c2ccc(O)cc2c1CCN
    9, -19
O=c1[nH]c(=O)n(-c2ccc(Cl)cc2)c(O)c1C=Nc1ccc(S(=O)(=O)Nc2nccs2)cc1
    4, -5
CC1CN=C(NCc2ccccc2)S1 (stereo not given)
    2, -8
CN1CC2=CC(O)CC3Oc4c(O)ccc(c4[C@]23C)C1 (stereo not given in full)
    6, 2
O=C(Cn1nc(Cc2cccnc2)c2ccccc2c1=O)N1CCC2(CC1)OCCO2
    10, -6
COc1cc(-c2ccc(N)c(OC)c2)ccc1N
    3, -12
C#CCNc1ccncc1S(=O)(=O)NC(=O)NC(C)C
    14, -16
CCN(CC)P(=O)(NC(=O)C(Cl)(Cl)Cl)N(CC)CC.[Cl-].[Cl-].[Cl-].[Nd+3]
    18, -12
O=c1[nH]c(=O)n(CCC2=CCCCC2)c(O)c1C=NCc1cccnc1
    26, -27
CC(=Nc1c(C)n(C)n(-c2ccccc2)c1=O)c1c(O)n(Cc2ccccc2)c(=O)[nH]c1=O
    5, -13
COc1ccc(C2SCC(=O)Nc3c2c(C)nn3-c2ccccc2)cc1OC (stereo not given)
    8, -19
CCOP(=S)(OCC)SCC(=O)NC(C(=O)O)C(C)C (stereo not given)
    -2, 15
COc1cc(OC)c2c(c1)O[C@@H](c1ccc(OC)c(OC)c1)[C@H](O)C2
    4, -19
CC1CCC(N2CCN(C(=O)COc3ccccc3)CC2)CC1 (stereo not given)
    3, -2
CCCCCn1c(=O)c(C(=O)NC(C)c2ccccc2)c(O)c2ccccc21 (stereo not given)
    0, -10
Cc1ccc(-c2nc3ccccc3c(=O)n2-c2ccc(O)cc2)cc1
    6, -16
O=c1c2ccccc2nc(-c2ccco2)n1-c1ccncc1
    29, -10
NC(N)=N/N=C/c1ccc(N(c2ccccc2)c2ccccc2)cc1
    13, 29
O=C1C2CCCN2C(c2ccncc2)N1c1ccc(Cl)c(Cl)c1 (stereo not given)
    21, -29
CCC1C(c2ccccc2)NC(c2ccccc2)CC1(O)c1ccc(F)cc1 (stereo not given)
    -1, -47
CC(C)c1ccc(N2C(=O)NC(=O)/C(=C/c3cnc(-c4ccccc4)nc3)C2=O)cc1
    3, -2
COc1ccc(CCNCc2ccccc2)cc1
    10, -27
C[C@]12CCC3C(CC[C@H]4C[C@H](N)CC[C@]34C)C1CC[C@H]2O (stereo not given in full)
    -8, -9
CCC(=Nc1ccc2c(c1)CCC2)c1c(O)n(-c2ccc(OC)cc2)c(=O)[nH]c1=O
    9, -26
Cc1cc(OCC(=O)NCc2ccncc2)c2c3c(c(=O)oc2c1)CCCC3
    23, -9
O=C(c1ccc(Cl)cc1)C1CCCN(C2CCSCC2)C1 (stereo not given)
    18, -20
COc1ccc2[nH]cc(CCN(C)C)c2c1
    14, -8
O=C(O)C(Cc1cnc[nH]1)NS(=O)(=O)c1ccc(Br)cc1 (stereo not given)
    15, 2
COc1ccccc1OCC(=O)N1CCN(Cc2ccc3c(c2)OCO3)CC1
    6, -18
COc1cccc(N2C(=O)NC(=O)/C(=C\c3cn(C)c4ccccc34)C2=O)c1
    -5, -15
COc1ccc(S(=O)(=O)N2CCOCC2)cc1NC(=O)COC(=O)Cc1ccccc1
    8, -7
COc1ccc(CCC(=O)NCCc2cnc[nH]2)cc1
    -6, 0
CCOc1cc(C2C(C#N)=C(N)Oc3c2c(=O)oc2ccccc32)ccc1OC(=O)c1cccs1 (stereo not given)
    6, -15
O=C(c1ccccc1[N+](=O)[O-])N1CCC2(CC1)OCCO2
    -1, -14

Continuation:
canonical_smiles | OX1R antag-1 | OX1R antag-2
Cc1ccn2nc(S(=O)(=O)Nc3c(F)cccc3F)nc2n1 | 4 | -4
C[C@]12CCC3C(CC[C@H]4C[C@@H](O)CC[C@]34C)C1C/C(=N/O)[C@@H]2O (stereo not given in full) | 4 | 6
CCN1CCN(Cc2ccc(C)cc2)CC1 | 5 | -2
OC(Cn1c2ccccc2c2ccccc21)C[n+]1ccccc1 (stereo not given) | 6 | -9
CCCCn1c(=O)c(C(=O)Nc2ccccc2)c(O)c2ccccc21 | 11 | -12
C=CCn1c(O)c(/C=C/C=Nc2ccccc2)c(=O)[nH]c1=O | 27 | -15
CC/C(=N\Nc1cccc2ccccc12)c1c(O)[nH]c(=O)[nH]c1=O | 30 | -18
OC(c1ccncc1)(c1ccc(F)cc1)c1ccc(F)cc1 | 24 | -4
COP(=O)(Cc1ccc(C#N)o1)OC | 16 | -5
CC(=NCc1ccc2c(c1)OCO2)c1c(O)n(-c2ccccc2)c(=O)[nH]c1=O | 3 | -10
CC(C)CCN1CCN(Cc2c(F)cccc2Cl)CC1CCO (stereo not given) | 8 | -20
Cc1nn(Cc2ccc(Cl)cc2Cl)c(Cl)c1C(=O)Nc1ccc(OC(F)F)cc1 | 18 | -8
CCOC(=O)C1=C(N)Oc2cc(C)oc(=O)c2C12C(=O)N1c3c(cccc32)C(C)=CC1(C)C (stereo not given) | 8 | -12
COc1cccc(-c2nc3ccc(N4CCN(C)CC4)cc3[nH]2)c1 | 20 | -11
COc1cc2nc(CN3CC=C(c4ccccc4)CC3)[nH]c(=O)c2cc1OC | 27 | -28
OC[C@@H](O)CCl | 15 | -15
CCC(=O)N1N=C2C3CCN(CC3)C2C1c1ccc(C)cc1 (stereo not given) | 3 | 0
COC(=O)C1=C(c2c(C)noc2C)C[C@@H]2CC[C@H]1N2C(=O)NCCOc1ccc(OC)cc1 | 1 | -34
COC(=O)NC(=C(Cl)Cl)P(=O)(c1ccccc1)c1ccccc1 | 15 | -10
CCNC(=S)N1CCn2cccc2C1c1cccnc1 (stereo not given) | 19 | -10
O=C(c1ccc2c(c1)ncn2C1CCCCCC1)N1CCC2(CC1)OCCO2 | 4 | -13
Cc1cc(C)c(C2=NOC(O)(C(F)(F)F)C2)c(=O)[nH]1 (stereo not given) | 12 | -2
O=C(Nc1ccc(Cl)c(Cl)c1)c1ccco1 | 9 | -15
c1coc(CNCCc2c[nH]c3ccccc23)c1 | 2 | -11
COC(=O)C1=C(c2ccc(OC)c(OC)c2)C[C@@H]2CC[C@H]1N2C(=O)NCC1CC1 | -1 | -4
N#CCCn1cc(C(=O)Nc2ccccc2Cl)c(-c2ccc([N+](=O)[O-])cc2)n1 | 26 | 5
COc1ccc(Cc2nccc3cc(OC)c(OC)cc23)cc1OC | 30 | -13
ClCCOCCCl | 5 | 0
CC/C(=C\C=C\[C@@H]1C=C[C@@H]2CCC[C@H]2[C@@H]1C(=O)c1ccc[nH]1)[C@@H]1O[C@@H]([C@@H](C)C(=O)O)CC[C@@H]1C | 10 | 25
CCCC/C(C)=C/[C@@H](NP(=O)(c1ccccc1)c1ccccc1)c1ccccc1 | 5 | -37
Cc1ccc(N=C(/N=C(\N)N[N+](=O)[O-])Nc2ccc(C)cc2)cc1 | 7 | -16
NNC(=O)CN1C(=O)CN=C(c2ccccc2)c2cc(Br)ccc21 | 7 | -36
O=C1N(CN2CCOCC2)c2ccccc2C1(O)c1c[nH]c2ccccc12 (stereo not given) | 7 | 8
CC(C)OC(=O)C1C(=O)NC2(C)CC1c1ccccc1O2 (stereo not given) | 10 | -7
CCC(C)n1c(O)c(/C=N/Nc2nc3c(c(=O)n(C)c(=O)n3C)n2C)c(=O)[nH]c1=S (stereo not given) | 15 | -24
C=CCn1c(O)c(C(C)=NCc2ccco2)c(=O)[nH]c1=O | 9 | -15
CC(C)(C)P(=O)(NCc1ccccc1)c1ccccc1 (stereo not given) | 30 | -14
Cc1onc(-c2ccccc2)c1C(=O)N1CCC2(CC1)OCCO2 | 9 | -25
Oc1ccc(C2=CCNCC2)cc1O | 21 | 8
CN(C)C1(CNC(=O)c2ccc(NS(=O)(=O)c3ccc(Cl)c(Cl)c3)cc2)CCCCC1 | 4 | -6

In a second layout: four of the compounds above
> O=C(CNC(=O)c1cccc(Cl)c1)Nc1ccc(Br)cc1C(=O)c1ccccc1
- OX1R antag-1: 34
- OX1R antag-2: -28
> O=P(C(Cl)Cl)(N1CCCCC1)N1CCCCC1
- OX1R antag-1: 25
- OX1R antag-2: -5
> CCC(=NCCN1CCCCC1)c1c(O)n(C)c(=O)n(C)c1=O
- OX1R antag-1: 23
- OX1R antag-2: -14
> COc1ccc2c3c([nH]c2c1)C(C)=NCC3
- OX1R antag-1: 19
- OX1R antag-2: -26

Further results follow.
canonical_smiles | OX1R antag-1 | OX1R antag-2
CSc1ncc(/C=C2/C(=O)NC(=O)N(c3ccc(C)cc3)C2=O)cn1 | 29 | -7
CCCCCCC(=O)N/N=C/c1c(O)n(C2CC2)c(=S)[nH]c1=O | 7 | -26
Cc1cc(/C=C2/C(=O)NC(=O)N(Cc3ccco3)C2=O)c(C)n1-c1ccc(C(=O)O)cc1 | 7 | -6
O=C(CN1C(=O)CN=C(c2ccccc2Cl)c2cc(Cl)ccc21)NCc1ccco1 | 8 | -11
Cc1cc(C)[n+](C2C3CC4CC(C3)CC2C4)o1 (stereo not given) | 0 | -13
CC(C)c1ccc(NC(=O)CCNC(=O)N2C[C@H]3C[C@@H](C2)c2cccc(=O)n2C3)cc1 | 8 | -19
Cc1nn(CC(C)C)c(Cl)c1C(=O)O | 7 | -5
CC(C)N1C(=O)NC(=O)C2(Cc3cc([N+](=O)[O-])ccc3N(C)C2c2ccccc2)C1=O (stereo not given) | 12 | -18
COc1cc(/C=C/c2nc3ccccc3c(=O)n2-c2cccc(O)c2)ccc1O | 20 | -1
FC(F)(F)c1cccc(NC2=NCCCS2)c1 | 14 | -3
O=[N+]([O-])c1ccc(N2CCNCC2)cc1Sc1ccccn1 | 29 | -10
O=C(Cc1ccc(N(CCCl)CCCl)cc1)NC(Cc1ccc(Cl)cc1)C(=O)O (stereo not given) | 8 | -9
N=C1c2ccccc2CN1NC(=O)c1ccccc1 | 9 | 4
CCOc1cccc(N2C(=O)CC(=O)NC2=O)c1 | 15 | -3
CCN(CC)S(=O)(=O)c1ccc(NN=C(C#N)C#N)cc1 | 58 | 6
CC(C)c1onc(C(=O)N2CCC3(CC2)OCCO3)c1[N+](=O)[O-] | 12 | -3
NCCc1nc2ccccc2s1 | 6 | 16
CC(C)CC12CN3CCN(CC(C3)C1O)C2 (stereo not given) | 4 | -9
COc1ccc(Cn2c(N)c(C(=O)NCc3ccco3)c3nc4ccccc4nc32)cc1OC | 19 | 2
CCN(CC)CCCNC(=O)c1c(O)c2ccccc2n(Cc2ccccc2)c1=O | 14 | -18
